AID2073 = disruptors of CaV2.2 binding to Mint1 – biochemical, HTRF (AID 2073); HTRF protein-protein interaction, Mint1-CaV2.2; higher % means a stronger effect; one-dose inhibition, % at 20 µM; IC50 in µM for titrated hits; hit rate 0.19% among 290,000; in the data active means inhibition mostly above about 51%, no sharp cut-off; inconclusive means no clear call, values can overlap the other calls; inactive means mostly below about 53%; further: some results filed as inactive read as strong as hits
Siah-1 displacement = Siah-1 peptide-binding antagonists, primary screen, biochemical, fluorescence polarization, rhodamine-plectin, uHTS (AID 1817); Siah-1 / rhodamine-plectin peptide fluorescence polarization; higher % means a stronger effect; one-dose displacement, % at 20 µM; IC50 in µM for titrated hits; hit rate 0.02% among 290,000;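 active means displacement of at least 50% at 20 µM, with a fluorescence ratio check between 0.3 and a set limit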;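 further: plate controls were Siah plus tracer with DMSO for no effect and tracer alone without Siah for full effect; strong numbers were not always called active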
LYP inhibition = PTPN22 lymphoid phosphatase activity blockers – biochemical, fluorescence intensity, uHTS (AID 1779); recombinant LYP phosphatase, fluorescence intensity; higher % means a stronger effect; one-dose inhibition, % at 11.5 µM; IC50 in µM for titrated hits; hit rate 0.054% among 290,000; in the data active means inhibition above about 50%;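 further: plate controls were vehicle with enzyme for no effect and no enzyme for full effect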
Numbers without * were called inactive; ? = inconclusive.

AID2073	Siah-1 displacement	LYP inhibition	Molecule
-9%	0%	-8%	S=C(Nc1cccc(Cl)c1Cl)N1CCCC1
7%	-1%	-3%	CCCc1cc(=O)oc2cc(OCC(=O)NC(Cc3c[nH]c4ccc(O)cc34)C(=O)O)c(Cl)cc12 (configuration not stated)
2%	0%	-12%	COc1cc(/C=N/NC(=O)c2ccncc2)cc(OC)c1OC
2%	0%	-6%	CC1CCCCC1NC(=O)CN1C(=O)c2ccccc2S1(=O)=O (configuration not stated)
10%	-2%	0%	O=C(c1ccc(F)cc1F)N1CCCc2ccccc21
3%	2%	-11%	CC(=O)c1ccc(C(=O)N2CCCC(Nc3ccc(C(C)C)cc3)C2)s1 (configuration not stated)
13%	-5%	-13%	Cc1nn(C)c(C)c1CCC(=O)N1CCCC(N2CCN(c3ccc(F)cc3)CC2)C1 (configuration not stated)
13%	2%	-6%	CC(=O)Oc1ccc(C(=O)Nc2cccnc2)cc1
-1%	-2%	-3%	O=C(NCCCN1CCOCC1)c1ccc2c(c1)N(Cc1c(F)cccc1Cl)C(=O)CS2
3%	-7%	-1%	CC(C)(C)Nc1nc(-c2ccccn2)nc2ccccc12
-3%	2%	-6%	CCOC(=O)C1(Cc2cccc(Cl)c2)CCCN(C(=O)c2ccoc2C)C1 (configuration not stated)
7%	-5%	-11%	CC(C)CCNC(=O)CCn1nc(-c2ccc(Cl)cc2)ccc1=O

Limited to AID2073, for 3 of the compounds above:
structure	AID2073
CC1CCCCC1NC(=O)CN1C(=O)c2ccccc2S1(=O)=O (configuration not stated)	2%
O=C(c1ccc(F)cc1F)N1CCCc2ccccc21	10%
CC(=O)c1ccc(C(=O)N2CCCC(Nc3ccc(C(C)C)cc3)C2)s1 (configuration not stated)	3%

(next part)
AID2073	Siah-1 displacement	LYP inhibition	Molecule
15%	-8%	-10%	O=C1COc2ccc(C(=O)COC(=O)c3cc(S(=O)(=O)N4CCOCC4)ccc3F)cc2N1
3%	10%	-8%	CC(C)c1ccc(OCCCCN2CCCCC2)cc1
25µM*	-4%	-1%	N#C/C(C(=O)Nc1ccc(Cl)cc1)=C(/S)Nc1ccccc1
1%	6%	-4%	O=C(O)C1CCN(S(=O)(=O)c2ccc(N3CCC(O)CC3)c([N+](=O)[O-])c2)CC1
-2%	-3%	-5%	O=Cc1cn(CC(O)Cn2cc(C=O)c3ccccc32)c2ccccc12
8%	2%	-9%	O=C(NC1CCN(S(=O)(=O)c2ccc(F)cc2)CC1)C1CCCCC1
14%	-3%	0%	CC(=O)N[C@@H](Cc1c[nH]c2ccccc12)C(=O)NCCc1ccc(S(N)(=O)=O)cc1
26%	-7%	-6%	Cc1ccc(NC(=O)CN2C(=O)N/C(=C/c3ccc4c(c3)OCCO4)C2=O)cc1
14%	-6%	-12%	CC(C)C(NC(=O)CCN1C(=O)c2ccccc2C1=O)c1ccccc1 (configuration not stated)
-2%	2%	-13%	CCCCc1nc2cc(C(=O)N3CCC[C@H]3CO)ccc2o1
8%	-1%	-2%	O=C(Nc1cccc(C(F)(F)F)c1)C1CCN(S(=O)(=O)c2ccc(N3CCCC3=O)cc2)CC1
-6%	2%	-7%	CC(C)(C)c1ccc(C(=O)Nc2c3c(nn2C(C)(C)C)CS(=O)(=O)C3)cc1

Ordered by molar mass (ascending): three of the compounds above.
AID2073	Siah-1 displacement	LYP inhibition	Molecule
3%	10%	-8%	CC(C)c1ccc(OCCCCN2CCCCC2)cc1
8%	2%	-9%	O=C(NC1CCN(S(=O)(=O)c2ccc(F)cc2)CC1)C1CCCCC1
14%	-3%	0%	CC(=O)N[C@@H](Cc1c[nH]c2ccccc12)C(=O)NCCc1ccc(S(N)(=O)=O)cc1

2 entries from above, with values under each structure:
Values run as follows: AID2073 | Siah-1 displacement | LYP inhibition
> CCCCc1nc2cc(C(=O)N3CCC[C@H]3CO)ccc2o1
 : -2% | 2% | -13%
> O=C(Nc1cccc(C(F)(F)F)c1)C1CCN(S(=O)(=O)c2ccc(N3CCCC3=O)cc2)CC1
 : 8% | -1% | -2%

Continued:
AID2073	Siah-1 displacement	LYP inhibition	Molecule
13%	-3%	-6%	COc1ccccc1NC(=O)Nc1nnc(Cc2ccccc2F)s1
28%	0%	-4%	OCC[C@@H]1C[C@H](O)[C@@H](O)[C@]2(Cc3ccccc3CCO2)O1
-35%	-6%	-10%	C=CCOc1c(Br)cc(CNn2c(C)n[nH]c2=S)cc1OC
-1%	0%	-8%	Cc1cc(=O)[nH]c(SCC(=O)N2C(C)CCCC2C)n1 (configuration not stated)
8%	-2%	-9%	CN(C)c1cccc(C(=O)NCCCn2ccc3ccccc32)c1
-5%	2%	-6%	CCc1nccn1CCC(=O)N1CCCC(Nc2ccc(F)cc2)C1 (configuration not stated)
?	2%	-2%	CN(C(=O)Cc1c(C(=O)O)n(C)c2ccccc12)c1ccc(Cl)cc1
-10%	3%	-5%	CC1CN(C(=O)COC(=O)c2cc(Cl)ccc2[N+](=O)[O-])CC(C)O1 (configuration not stated)
4%	0%	-8%	COc1cc(OC)cc(C(=O)Nc2ccccc2S(=O)(=O)N2CCCC2OC(C)=O)c1 (configuration not stated)
2%	-8%	-6%	CSc1ccc(S(=O)(=O)N(CC(=O)NCc2ccccn2)c2ccc(C)cc2)cc1
3%	-1%	17%	CC(NS(=O)(=O)c1ccc2c(c1)C(=O)c1cc(S(=O)(=O)NC(C)C(=O)O)ccc1-2)C(=O)O (configuration not stated)
13%	-5%	-7%	CC(=O)Nc1ccc(NS(=O)(=O)c2ccc(CN3C(=O)c4cccnc4C3=O)cc2)cc1
5%	3%	-4%	O=c1cc(O)n(Cc2ccc(F)cc2)c(=O)[nH]1
-5%	2%	-8%	CC(/C=N\NC(=O)c1ccc2c(c1)OCO2)c1ccccc1 (configuration not stated)
7%	-5%	-5%	COc1cc(OC)c(CN2CCc3c([nH]c4ccccc34)C2)cc1Br
28%	7%	-5%	Cc1cc2oc(=O)cc(-c3cc4ccccc4o3)c2cc1O
-16%	-3%	-5%	CC(C(=O)NC1CCS(=O)(=O)C1)N1C(=O)/C(=C/c2ccc(Cl)cc2)SC1=S (configuration not stated)
?	1%	6%	CC(C)(C)SCCSC1=CC(=O)CC(c2ccccc2)C1 (configuration not stated)
24%	21%	-3%	CC(=O)c1ccc(C(=O)Nc2ccc3c(c2)C(=O)NC3=O)cc1
-9%	-1%	-7%	CCOc1ccc(NC(=O)CN2CCN(CC(=O)Nc3ccc(N(C)C)cc3)CC2)cc1
11%	3%	-2%	COc1ccccc1C(=O)NCCSCc1c(F)cccc1Cl
34%	4%	-3%	Cn1c(=O)[nH]c(=O)c2c1nc(SCC(=O)O)n2CCOc1ccccc1
-3%	5%	-2%	O=C(CCc1c[nH]c2ccccc12)NCCc1ccccc1
42%	-7%	-7%	O=C(Nc1ccc(F)cc1)Nc1ccc2c(c1)CCC2
2%	1%	-6%	CC(=O)[C@@]1(O)[C@H](C)CC2C3CC=C4CC(OP(=O)(O)O)CC[C@]4(C)C3CC[C@@]21C (some centres not stated)
8%	-1%	-4%	O=C(CSc1nnc(COc2ccccc2)o1)N1CCCCC1
6%	0%	-7%	O=C(Cc1ccccc1)Nc1cc2c(cc1Cl)OCCCO2
17%	3%	-10%	CC(C(=O)NC1CCCCC1)N(Cc1ccccc1)C(=O)c1snc(C(N)=O)c1N (configuration not stated)
10%	-4%	-3%	CS(=O)(=O)N(CC(=O)N1CCc2ccccc2C1)c1ccc(Cl)cc1F
?	-5%	-11%	Cc1ccccc1C(=O)N1CCC(n2nccc2NC(=O)CCOc2ccccc2)CC1
-13%	-2%	-1%	COc1cc(C2C3=C(CC(C)(C)CC3=O)N(C)C3=C2C(=O)CC(C)(C)C3)ccc1O
5%	2%	-8%	Cc1c(NC(=O)C(C)C)cccc1-c1nc2ncccc2o1
23%	-7%	-7%	O=C(O)c1ccc(-n2cc(C(=O)c3ccccc3O)cn2)cc1
16%	3%	-6%	O=C(CSc1nnnn1-c1cccnc1)Nc1ccccc1F
3%	3%	-5%	CC1(C)Cc2ccccc2/C(=C/C(=O)c2ccccc2)N1
31%	-3%	-9%	COc1ccc(OC)c(S(=O)(=O)NCCS(=O)(=O)N2CCN(c3ccccc3)CC2)c1
6%	5%	-6%	COc1cc2c(cc1OC)C(COc1cc(C)cc(C)c1)N(C(C)=O)CC2 (configuration not stated)
-42%	23%	-6%	COc1ccccc1NC(=O)c1cc2c(CO)cnc(C)c2oc1=Nc1cccc(C(N)=O)c1
8%	1%	2%	COc1ccccc1NC(=O)C(NC(=O)c1ccc(C)cc1)c1ccccc1 (configuration not stated)
10%	2%	-6%	O=C(NNC(=O)c1nc(Cl)ccc1Cl)c1ccc(F)cc1
-10%	-2%	-5%	COc1cccc(NC(=O)CN2CCN(CC(=O)Nc3ccccc3Cl)CC2)c1
10%	5%	-9%	O=C(NC1CCCCC1)C(c1ccccn1)N(C(=O)c1csnn1)c1ccccc1 (configuration not stated)
7%	-2%	2%	CCCCNC(=O)N1CCN(c2ccnc3cc(Cl)ccc23)CC1
45%	3%	-13%	COc1ccc(S(=O)(=O)N(CC(=O)NC2CC2)Cc2ccccc2)cc1
10%	-8%	-10%	CC(Oc1ccccc1F)C(=O)NC1CCS(=O)(=O)C1 (configuration not stated)
4%	5%	2%	COc1ccccc1NC(=O)NNC(=O)COc1ccc2ccccc2c1
10%	-9%	-3%	O=C(c1cc2cc(Cl)ccc2[nH]1)N1CCN(Cc2ccc3c(c2)OCO3)CC1
38%	2%	-1%	O=C1NC2(CCCCC2)CO1
-5%	-1%	-12%	CCOc1ccc(C(=O)N2CCc3ccccc32)cc1OCC
13%	2%	-15%	O=C(NCC1CCCO1)c1cc2c([nH]c3ccccc32)c(-c2ccc(F)cc2)n1 (configuration not stated)
18%	2%	-3%	COc1ccc(-c2csc3ncnc(N4CCN(S(=O)(=O)c5ccccc5C#N)CC4)c23)cc1
2%	-3%	-11%	NC(=NCc1ccccc1)c1cccc([N+](=O)[O-])c1
8%	-9%	-4%	Cc1cc(NC(=O)Nc2ccccc2)n(C(C)(C)C)n1
6%	-2%	-6%	COCCn1c(SCC(=O)N2CC(C)OC(C)C2)nc2c([nH]c3ccccc32)c1=O (configuration not stated)
7%	2%	-5%	COCC(=O)N1CCC(Oc2ccc(C(=O)N(C)Cc3nccs3)cc2)CC1
14%	-5%	-1%	CSc1ncccc1C(=O)Nc1cccc(C)n1
6%	1%	-7%	CSc1ncc(Cl)c(C(=O)Nc2ccccc2C)n1
17%	0%	-14%	CCCc1cc(C(=O)NC(C)C2CCCO2)cs1 (configuration not stated)
43%	4%	-8%	COc1ccccc1CNc1cncnc1
-7%	-1%	-5%	Cc1ccccc1N(CC(=O)NC1CCCCC1)C(=O)CCC(=O)Nc1nccs1

The last 4 compounds of the section before lead into the next:
AID2073	Siah-1 displacement	LYP inhibition	Molecule
6%	1%	-7%	CSc1ncc(Cl)c(C(=O)Nc2ccccc2C)n1
17%	0%	-14%	CCCc1cc(C(=O)NC(C)C2CCCO2)cs1 (configuration not stated)
43%	4%	-8%	COc1ccccc1CNc1cncnc1
-7%	-1%	-5%	Cc1ccccc1N(CC(=O)NC1CCCCC1)C(=O)CCC(=O)Nc1nccs1
-5%	3%	-8%	Cc1ccc(S(=O)(=O)N2CC(C)N(C(=O)N3CCOCC3)C2C)cc1 (configuration not stated)
10%	-1%	-10%	COc1ccc(CCNC(=O)c2c(O)c3ccccc3[nH]c2=O)cc1OC
6%	3%	-7%	CC1=NN(C(N)=S)C(=O)C1N=Nc1cc(Cl)ccc1Cl (configuration not stated)
-4%	1%	-8%	COc1ccc(NC(=O)COc2cccc(-n3cnnn3)c2)cc1
42%	13%	-14%	CC1CCN(Cc2c(C(=O)N/N=C/c3cc(Cl)ccc3O)nnn2-c2nonc2N)CC1
4%	10%	-2%	CCc1cccc(NC(=O)C2CCN(S(=O)(=O)c3ccc4[nH]c(=O)ccc4c3)CC2)c1
-7%	12%	-13%	CC1CCC2C(=O)N(c3cc(Cl)ccc3OC(=O)c3ccco3)C(=O)C2C1 (configuration not stated)
10%	-1%	-6%	CCOCCCNC(=O)CN1N=C(c2ccc(C)cc2)CCC1=O
-14%	-2%	-11%	Brc1ccc(-c2csc(N3CCCCCC3)n2)cc1
6%	3%	-4%	Cc1cc(=O)oc2cc(OC(C)C(=O)Nc3ccc(N4CCCCC4)cc3)ccc12 (configuration not stated)
2%	1%	-5%	COc1cc(-c2noc(C)c2-c2ccc3[nH]ccc3c2)cc(OC)c1OC
-7%	1%	-11%	CCC(C)C(=O)Nc1nnc(SCC(=O)N2C(C)CCCC2C)s1 (configuration not stated)
5%	0%	-8%	O=C(N/C(=C\c1ccc(F)cc1)C(=O)N1CCOCC1)c1ccccc1
-4%	0%	-6%	CC(NC(=O)CN1CCN(c2ccc(Cl)cc2)CC1)c1ccccc1 (configuration not stated)
7%	4%	-1%	CC(=O)C1=C(O)C(=O)N(Cc2ccccc2)C1c1ccc(Cl)cc1 (configuration not stated)
4%	6%	-4%	CCOc1ccc(C(=O)N(Cc2ccccc2)c2cccc(C)c2)cc1OC
-1%	-3%	-10%	CCOC(=O)C1=C(c2ccccc2)NC(=O)NC1c1cc(OC)c(O)c([N+](=O)[O-])c1 (configuration not stated)
-5%	9%	-14%	CCOC(=O)c1nc(N/N=C/c2ccccc2)sc1Br
16%	4%	-8%	CCOc1ccc(Br)cc1C(=O)N/N=C/c1c[nH]c2ccccc12
7%	-1%	-7%	CCc1cc2c(=O)n(CC(=O)NC3CCCCC3)cnc2s1
-11%	13%	-7%	CC(C)Cc1nc(SCC(=O)N2CC(C)OC(C)C2)c2c(=O)n(C)c(=O)n(C)c2n1 (configuration not stated)

This is a subset (hit frequency here may not be typical).
